High-throughput results from PubChem.
ALOX15B inhib = 15-hLO-2 (ALOX15B) enzyme inhibition. purified 15hLO-2, xylenol orange hydroperoxide absorbance. Potency, µM (top dose mostly 57.1 µM), without a hit: top-dose activity change, negative = inhibition, usual class: inhibitors. 110,000 compounds, 0.56% hits. AID 881; also: potency is read from the fitted curve at half-maximal effect; nearly all actives have a fitted effect of over 60% in size; many of its hits are not listed in these tables
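Enzyme 50 nM, AA 45 uM, 25 mM Hepes pH 7.5 + 0.01% Triton X-100; cpd preinc 15 min RT, rxn 90 min RT; stop/detect with 200 uM XO + 300 uM Fe(II) in 50 mM H2SO4, 30 min; A573/A405.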
IMPase inh = IMPase inhibition in cells; P97697; CHO-M1 cells, IP1 accumulation, HTRF TR-FRET ratio; inhibition (IP1 accumulation), % at 46.1 µM; 120,000 tested, under 10 active; AID 901; active = well fitted curve in the direction sought with a large enough effect in the signal ratio, not every such curve was filed as active; inconclusive = small, poorly fitted or top-dose-only effect, or a change in a side signal; inactive = no such curve, though single readings can be large or run the other way; the % refers to the signal ratio;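 also: cells stimulated with carbachol in lithium chloride buffer; plate controls were DMSO basal wells for no effect and reference inhibitor wells for full effect; higher means more IMPase inhibition seen as more IP1 and lower FRET ratio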
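Cellular IMPase inhibition is scored as a rise in cytosolic IP1, detected by competitive TR-FRET between d2-labelled IP1 and a europium anti-IP1 antibody. M1-expressing CHO cells were stimulated with carbachol for 30 min at 37C, with lithium (50 mM LiCl) present in the buffer.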
ALOX12 inhib = blocks human 12-lipoxygenase activity. purified 12-hLO, xylenol orange hydroperoxide absorbance. 150,000 compounds, 0.12% hits. P18054. Potency, µM (doses to about 57.1 µM), for inactives: top-dose activity change, negative = inhibition, hits mostly inhibitors. AID 1452; also: potency is read from the fitted curve at half-maximal effect; nearly all actives have a fitted effect of over 55% in size; many of its hits are not listed in these tables
Target sequence (P18054 whole entry, looked up): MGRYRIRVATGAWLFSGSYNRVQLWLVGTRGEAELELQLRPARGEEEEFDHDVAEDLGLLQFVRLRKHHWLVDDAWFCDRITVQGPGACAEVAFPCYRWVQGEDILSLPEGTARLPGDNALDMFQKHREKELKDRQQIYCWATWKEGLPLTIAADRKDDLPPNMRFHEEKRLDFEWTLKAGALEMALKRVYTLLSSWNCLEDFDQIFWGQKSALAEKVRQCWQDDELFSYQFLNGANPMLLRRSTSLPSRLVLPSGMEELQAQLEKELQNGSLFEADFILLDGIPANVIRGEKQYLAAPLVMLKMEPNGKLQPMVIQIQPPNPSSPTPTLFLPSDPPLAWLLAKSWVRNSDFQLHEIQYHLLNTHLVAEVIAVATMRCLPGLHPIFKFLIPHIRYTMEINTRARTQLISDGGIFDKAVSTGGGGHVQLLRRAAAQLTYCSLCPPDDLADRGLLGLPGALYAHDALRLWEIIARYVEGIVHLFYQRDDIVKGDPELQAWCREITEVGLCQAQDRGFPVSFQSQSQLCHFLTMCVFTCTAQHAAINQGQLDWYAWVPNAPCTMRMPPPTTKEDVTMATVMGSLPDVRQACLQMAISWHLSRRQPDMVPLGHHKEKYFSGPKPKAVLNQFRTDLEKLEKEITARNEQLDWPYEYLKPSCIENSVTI
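Lipoxygenase turnover measured by absorbance at 573 and 405 nm after Fe-XO development. Human 12hLO 150 nM, arachidonate 40 uM, pH 7.0 Hepes buffer with detergent; 15 min compound preincubation, 30 min reaction.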
PNC assembly inh = blocks assembly of the perinucleolar compartment; PC3M PTB-GFP, PNC prevalence imaging, 16 h; hits give low values; activity change (PNC), negative = inhibition, % at 10 µM; 140,000 compounds, 3.1% hits;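 active = readout at or below -70, meaning at least 70% loss of cells showing the perinucleolar compartment, a nuclear body marking cancer cells; inconclusive = readout between -30 and a set limit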;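 also: plate controls were DMSO wells for no effect and camptothecin positive control wells for full effect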
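PC3M cells stably expressing PTB-GFP, 750–1000 cells/well, treated 16 h at 37 °C with compound (23 nl of library stock), in duplicate. After paraformaldehyde fixation and Hoechst stain, imaged at 20x; PNC prevalence scored by image analysis.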
The depositor's hits bear a star; ? = inconclusive; . = no result given; [ ] = another dose, or the depositor's remark. Unless noted, calls follow the shape of the dose curve; as a rule, active = well fitted curve in the direction sought with a large enough effect; inconclusive = small, poorly fitted or top-dose-only effect, or another doubt; inactive = no such curve, though single readings can be large; an effect the other way counts as inactive or inconclusive. Unless noted, % is scaled to controls: 0 for no effect and ±100 for the full control effect. A portion of the library, so the mix of outcomes need not match the whole.

Short forms – A = ALOX15B inhib; B = IMPase inh; C = ALOX12 inhib; D = PNC assembly inh
CCCN(CCC)C(=O)CSc1nc2n[nH]c(C)c2c(=N)n1-c1ccc(OC)cc1
  A: 7%; B: 3; C: -10%; D: ?

O=C(Nc1ccc(C(F)(F)F)cc1)c1cc(S(=O)(=O)NCC2COc3ccccc3O2)ccc1F (stereo not drawn)
  A: .; B: -5; C: -2%; D: ?

COc1ccc2c(c1)OC(=O)CC2c1ccccc1C (stereo not drawn)
  A: -20%[0.0915 µM]; B: .; C: -3%[0.00818 µM]; D: .

COc1ccccc1NC(=O)COC(=O)c1cnccn1
  A: 0%; B: -3; C: -2%; D: ?

O=C(NCc1ccc2c(c1)OCO2)c1ccc(CSCc2ccccc2Cl)o1
  A: .; B: 11; C: -4%; D: -14

COc1ccc(-c2[nH]ncc2/C=C(/C#N)C(=O)NC2CCCCC2)cc1
  A: 8%; B: -4; C: -9%; D: 37

CC(=O)N1Cc2ccccc2C(C)CC12CCCCC2 (stereo not drawn)
  A: .; B: .; C: -4%; D: -20

CC(=O)Nc1ccc(N2C(=O)CC(N3CC(C)OC(C)C3)C2=O)cc1 (stereo not drawn)
  A: -9%; B: -4; C: 4%; D: 8

Cc1csc(NC(=O)CSc2nnc(-c3ccco3)n2C)n1
  A: 9%; B: 4; C: -3%; D: -15

O=C(Nc1ccc(Br)cc1)C1CCC(=O)N1Cc1ccccc1Cl (stereo not drawn)
  A: -6%; B: ?; C: -2%; D: 45

CCN(CC)S(=O)(=O)c1ccc2c(c1)nc(CCC(=O)OCC(=O)Nc1c(F)cccc1F)n2C
  A: .; B: .; C: -2%; D: -8

CC12C=CC3(CN(Cc4ccccc4)C(=O)C3C1C(=O)NCc1ccco1)O2 (stereo not drawn)
  A: 6%; B: -5; C: -3%; D: ?

Cc1ccnc(NC(=O)CCC2CCCCC2)c1
  A: 14%; B: 9; C: -5%; D: -1

O=c1c2cn[nH]c2[nH]c(=S)n1-c1ccccc1
  A: .; B: 10; C: -1%; D: ?

COc1ccc(-c2nc(SC)n(C(=O)c3ccco3)n2)cc1
  A: ?; B: 17; C: -10%; D: 18

Cc1ccc(S(=O)(=O)NC2=NCN(CCOC(=O)c3ccccc3)CN2)cc1
  A: -6%; B: 1; C: -2%; D: ?

Cc1cccc(OCc2nnc(SCC(=O)N3CCc4ccccc43)n2C)c1
  A: 8%; B: -3; C: 0%; D: 5

CN(Cc1ccco1)C(=O)C(Cc1ccccc1)NS(=O)(=O)c1ccc2c(c1)CCC(=O)N2 (stereo not drawn)
  A: 5%; B: -2; C: -1%; D: -81*

CCC1(C)Cc2ccccc2-c2nc3n(c(=O)c21)CCS3 (stereo not drawn)
  A: .; B: .; C: -4%; D: ?

COc1cc2c(cc1NC(=S)Nc1cccc(C(F)(F)F)c1)oc1ccccc12
  A: ?; B: 1; C: -22%; D: -21

COc1ccccc1-c1cc(C(F)(F)F)nc(N2CCN(c3ccc(F)cc3)CC2)n1
  A: .; B: -11; C: 3%; D: -17

COc1ccc(N2C(=O)[C@@H]3Cc4ccccc4CN3C2=O)cc1
  A: 4%; B: 8; C: 0%; D: -4

CC(C)Oc1cccc(C(=O)NC(=S)Nc2cccnc2)c1
  A: .; B: 10; C: -3%; D: -13

O=C(/C=C/c1ccc(Br)o1)OCc1ccccc1
  A: -15%; B: 5; C: 6%; D: 0

O=C(OCn1nnc2ccccc2c1=O)C1COc2ccccc2O1 (stereo not drawn)
  A: 7%; B: 0; C: 2%; D: ?

CCOC(=O)c1ccc(NC(=S)NC(=O)COc2ccccc2)cc1
  A: .; B: .; C: -8%; D: 33

Fc1c(F)c(F)c(N/N=C/c2c[nH]c3ccccc23)c(F)c1F
  A: .; B: -3; C: -2%; D: ?

CCc1ccc(OCC(=O)Nc2cc(S(=O)(=O)CC)ccc2O)cc1
  A: -5%; B: 7; C: -9%; D: ?

CCOc1ccc(C(=O)Nn2cnnc2)cc1
  A: -6%; B: -3; C: -2%; D: -2

O=C(NC(N1CCCCCC1)C(Cl)(Cl)Cl)c1ccccc1Cl (stereo not drawn)
  A: .; B: .; C: 2%; D: 13

COc1ccc(C2N=C(N)N=C(N)N2c2ccccc2)cc1OC (stereo not drawn)
  A: 39%[activator]; B: 3; C: 2%; D: -16

O=C1c2ccccc2C(=O)N1CCCON1C(=O)c2ccccc2C1=O
  A: .; B: .; C: -3%; D: -7

CC1CCC2C(C)(C)C3CC12CC[C@]3(C)O (stereo partly drawn)
  A: 1%; B: .; C: 0%; D: .

N#CC1=C(N)OC2=C(C(=O)CCC2)C1c1ccc(OC(=O)N2CCOCC2)cc1 (stereo not drawn)
  A: 9%[2.29 µM]; B: -2; C: -6%; D: 1

CC(C(=O)OCn1nnc2ccccc2c1=O)N1C(=O)c2ccccc2C1=O (stereo not drawn)
  A: -2%; B: 0; C: -2%; D: 24

COc1cccc(N(CC(=O)NC(C)c2ccccc2)S(C)(=O)=O)c1 (stereo not drawn)
  A: -1%; B: 0; C: -1%; D: -6

N#Cc1nc(-c2ccco2)oc1N1CCC(C(N)=O)CC1
  A: -8%; B: -4; C: -3%; D: 38

Cc1cc(SCC(=O)NC(=O)NCc2ccco2)nc2c(C)cccc12
  A: -25%; B: 6; C: -8%; D: ?

Cn1ncc2c(Nc3cccc(C(=O)O)c3)ncnc21
  A: .; B: 3; C: 1%; D: 67

COCNc1nc(OCC#N)nc(N(C)C)n1
  A: 8%; B: -3; C: -4%; D: -19

Cc1cc(C)cc(NC(=S)NCCSc2ccc(Cl)cc2)c1
  A: .; B: .; C: -28%; D: -2

15 entries out of the list, ordered by molecular weight, ascending.
Short forms – A = ALOX15B inhib; B = IMPase inh; C = ALOX12 inhib; D = PNC assembly inh
CC1CCC2C(C)(C)C3CC12CC[C@]3(C)O (stereo partly drawn)
  A: 1%; B: .; C: 0%; D: .

COCNc1nc(OCC#N)nc(N(C)C)n1
  A: 8%; B: -3; C: -4%; D: -19

Cn1ncc2c(Nc3cccc(C(=O)O)c3)ncnc21
  A: .; B: 3; C: 1%; D: 67

COc1ccc(N2C(=O)[C@@H]3Cc4ccccc4CN3C2=O)cc1
  A: 4%; B: 8; C: 0%; D: -4

COc1ccc(-c2nc(SC)n(C(=O)c3ccco3)n2)cc1
  A: ?; B: 17; C: -10%; D: 18

COc1ccc(C2N=C(N)N=C(N)N2c2ccccc2)cc1OC (stereo not drawn)
  A: 39%[activator]; B: 3; C: 2%; D: -16

Cc1csc(NC(=O)CSc2nnc(-c3ccco3)n2C)n1
  A: 9%; B: 4; C: -3%; D: -15

O=C(OCn1nnc2ccccc2c1=O)C1COc2ccccc2O1 (stereo not drawn)
  A: 7%; B: 0; C: 2%; D: ?

COc1cccc(N(CC(=O)NC(C)c2ccccc2)S(C)(=O)=O)c1 (stereo not drawn)
  A: -1%; B: 0; C: -1%; D: -6

Cc1cc(SCC(=O)NC(=O)NCc2ccco2)nc2c(C)cccc12
  A: -25%; B: 6; C: -8%; D: ?

CC(C(=O)OCn1nnc2ccccc2c1=O)N1C(=O)c2ccccc2C1=O (stereo not drawn)
  A: -2%; B: 0; C: -2%; D: 24

Cc1cccc(OCc2nnc(SCC(=O)N3CCc4ccccc43)n2C)c1
  A: 8%; B: -3; C: 0%; D: 5

COc1cc2c(cc1NC(=S)Nc1cccc(C(F)(F)F)c1)oc1ccccc12
  A: ?; B: 1; C: -22%; D: -21

CCN(CC)S(=O)(=O)c1ccc2c(c1)nc(CCC(=O)OCC(=O)Nc1c(F)cccc1F)n2C
  A: .; B: .; C: -2%; D: -8

O=C(Nc1ccc(C(F)(F)F)cc1)c1cc(S(=O)(=O)NCC2COc3ccccc3O2)ccc1F (stereo not drawn)
  A: .; B: -5; C: -2%; D: ?

Reformatted with each value named: part of the list above
compound: N#Cc1nc(-c2ccco2)oc1N1CCC(C(N)=O)CC1
  ALOX15B inhib: -8%
  IMPase inh: -4
  ALOX12 inhib: -3%
  PNC assembly inh: 38

compound: CCc1ccc(OCC(=O)Nc2cc(S(=O)(=O)CC)ccc2O)cc1
  ALOX15B inhib: -5%
  IMPase inh: 7
  ALOX12 inhib: -9%
  PNC assembly inh: ?
